FBW7 act: activators of human E3 ligase FBW7; Q969H0; AlphaScreen FBW7–phospho-cyclin E peptide binding, activator screen; normalized activity (activation), % at 26.1 µM; 0.13% of 650,000 active; AID 1259310; in the data active = normalized activity above about 1.9%;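 note: purified mutant Fbw7 with reduced substrate affinity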
Target sequence (Q969H0 whole entry, looked up): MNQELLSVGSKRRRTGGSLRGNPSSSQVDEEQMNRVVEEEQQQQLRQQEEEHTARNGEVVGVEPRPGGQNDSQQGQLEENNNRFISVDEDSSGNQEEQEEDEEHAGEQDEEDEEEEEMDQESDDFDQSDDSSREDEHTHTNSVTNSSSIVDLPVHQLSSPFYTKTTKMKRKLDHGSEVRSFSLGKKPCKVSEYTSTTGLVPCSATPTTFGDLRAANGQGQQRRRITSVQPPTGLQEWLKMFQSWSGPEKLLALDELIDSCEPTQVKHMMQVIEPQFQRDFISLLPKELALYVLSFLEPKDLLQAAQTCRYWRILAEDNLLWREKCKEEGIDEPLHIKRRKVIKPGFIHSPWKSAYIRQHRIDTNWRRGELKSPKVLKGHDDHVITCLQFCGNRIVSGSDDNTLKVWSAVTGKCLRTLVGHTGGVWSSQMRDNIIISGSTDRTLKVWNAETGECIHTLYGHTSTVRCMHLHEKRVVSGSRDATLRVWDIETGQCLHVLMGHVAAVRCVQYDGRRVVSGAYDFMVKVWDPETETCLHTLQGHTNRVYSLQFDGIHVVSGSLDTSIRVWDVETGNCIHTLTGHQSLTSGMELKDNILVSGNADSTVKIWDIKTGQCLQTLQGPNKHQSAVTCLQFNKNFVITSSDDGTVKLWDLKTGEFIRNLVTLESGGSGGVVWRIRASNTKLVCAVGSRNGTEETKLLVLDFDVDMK
MITF inh: blocks human microphthalmia-associated transcription factor. O75030. AlphaScreen MITF homodimerization, bead proximity signal. inhibition, % at 2.6 µM. 0.91% of 650,000 active. AID 1259374; in the data active = inhibition above about 50%;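 note: 0% = vehicle wells with protein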
TEAD-YAP inh: TEAD-YAP interaction inhibition. HEK-TIYL cells, TEAD-Gal4/YAP UAS-luciferase luminescence. inhibition, % at 9.12 µM. 1.4% of 640,000 active. AID 1259422; in the data active = inhibition above about 32%;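 note: 0% = median of test compound wells and 100% = reference inhibitor wells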
GPR151 activ: activators of human GPR151; PathHunter beta-arrestin GPR151 cells, luminescence; Q8TDV0; activation, % at 11.2 µM; 1% of 650,000 active; in the data active = activation above about 4.9%;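 note: 0% = median of compound wells and 100% = cells with positive control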
Starred values were filed as active, the others as inactive; & = joins results of further samples.

molecule,FBW7 act,MITF inh,TEAD-YAP inh,GPR151 activ
N#Cc1cc([N+](=O)[O-])ccc1NC(=O)COC(=O)c1c2c(nc3ccccc13)CCC2,-0.1,7,25,-0.1
O=C1CCCC2=C1C(c1cc(Br)ccc1F)n1ncnc1N2 (centres undefined),0.1,6,5,-1.7
CC(C)(C)NC(=O)CCN1C(=O)/C(=C\c2cccs2)SC1=S,-0.1,-7,-33,-1.4
CCOC(=O)C1=C(C)N=c2s/c(=C\c3cc(C)n(-c4ccc([N+](=O)[O-])cc4)c3C)c(=O)n2C1c1ccc(OC)cc1 (centres undefined),-0.1,0,-7,0.7
O=C(Nc1ccc2[nH]ncc2c1)C1CCN(C(=O)C(O)c2ccc(Cl)cc2)C1 (centres undefined),0.0,11,-17,1.9
COCCCNC(=S)N1CCCN(c2nc3cc(C)c(C)cc3cc2C#N)CC1,0.0,-10,13,-0.6
COc1ccc(CCNc2nc(Nc3nccc4ccccc34)nc3c2ncn3C(C)C)cc1,0.0,10,8,-1.2
COc1ccc(-c2nc(Nc3cc(OC)c(OC)c(OC)c3)c3ncn(C4CCCCC4)c3n2)cn1,0.0,4,-4,-1.2
O=C(c1cc2ccccc2oc1=O)N1CCN(c2nc3ccccc3s2)CC1,0.3,9,-4,-0.1
O=[N+]([O-])c1ccc(N/N=C/c2ccccc2O)cc1,0.3,1,-26,0.2
COC(=O)c1ccc2c(=O)[nH]c(COC(=O)c3[nH]c(C)c(C(C)=O)c3C)nc2c1,-0.1,-2,1,3.9
CCOC(=O)C1=C(C)N=c2s/c(=C\c3ccccc3OCc3ccc(Cl)cc3Cl)c(=O)n2C1c1ccc(OC)c(OC)c1 (centres undefined),-0.1,5,-5,-0.2
CC(C)(C)CN1CCNC(=O)C1CC(=O)N1CCCN(c2ccccc2)CC1 (centres undefined),-0.2,-6,-1,-0.2
CC1(NC(=O)Nc2cccc(O)c2)CCS(=O)(=O)C1 (centres undefined),0.1,6,-3,-0.1
CCNc1cc(C(=O)NCc2ccccc2)ccn1,1.0,12,-2,-2.3
O=C1Nc2ccc(Br)cc2C(c2ccccc2Cl)=N/C1=C/c1ccc(Br)cc1,0.0,5,-4,-0.5
OCc1ccccc1-c1cnc2c(NCC(F)(F)F)nccn12,0.7,-10,5,-0.9
O=C(NCc1ccccc1)N1CCCC1c1nc(-c2cnccn2)n[nH]1 (centres undefined),-1.1,13,-9,-1.0
COc1cc(C(=O)Nc2ccc(O)c(-c3nc4ccccc4s3)c2)cc(OC)c1OC,0.1,-14,-11,0.2
CC(C)C(C)NC(=O)CSc1nnc(Nc2ccccc2F)s1 (centres undefined),0.2,0,-5,-0.8
O=C1C(C=NCc2ccc(F)cc2)=C(O)c2ccccc21,0.0,-18,-32,0.8
CC1CCN(C(=O)[C@H]2C[C@@H](c3ccc(F)cc3)NS(=O)(=O)N2C)CC1,0.1,-3,3,0.7
OCCC1CN(Cc2cccn2-c2cccnc2)CCN1Cc1ccccc1 (centres undefined),-0.1,0,4,0.0
COc1cc(NC(=O)C2(c3ccccc3)CCOCC2)c2ncccc2c1,-0.6,10,-18,2.3
O=C(O)CCCC(=O)N(C1CC1)C1CCN(CCc2ccccc2)CC1,0.1,1,-14,0.0
COc1ccc(CNc2ccnc3c(-c4cccc(N(C)C)c4)cnn23)cc1,0.7,11,-2,-0.1
CC(NC(=O)CN(c1ccc(Cl)cc1Cl)S(=O)(=O)c1ccccc1)c1ccccc1 (centres undefined),-0.1,2,13,-1.1
O=C(c1ccco1)N(CCN(C(=O)c1ccco1)c1ccccc1)c1ccccc1,-0.1,9,1,-0.7
Cc1ccccc1NC(=O)c1ccc(N2C(=O)C3C4C=CC(C4)C3C2=O)cc1 (centres undefined),0.1,7,3,1.1
CC1CCCCC1NC(=O)c1ccc2c(c1)N(Cc1ccccc1F)C(=O)CS2 (centres undefined),-0.2,-5,-4,0.9
Cc1cc(F)ccc1Nc1nc2ccccc2n2cnnc12,0.2,5,6,0.6
COc1ccccc1N1C(=O)CCC1=O,0.3,7,-3,-0.4
S=c1[nH]c(CN2CCOCC2)nc2sc3c(c12)CCCC3,-0.1,-5,4,-0.4
COc1cc(CN2CCN(c3ccccc3)CC2)cc(OC)c1OC,0.0,43,2,-1.0
O=C(CSC1=NC(=O)C(c2ccccc2)C(=O)N1)Nc1cccc(Cl)c1 (centres undefined),0.3,1,28,-0.8
CCOC(=O)C1CCN(C(=O)CC(NC(=O)C(F)(F)F)c2ccc(CC)cc2)CC1 (centres undefined),0.2,8,6,0.4
O=C(c1nc2sccn2c1CN1CCN(c2ccccc2)CC1)N1CCCCC1,0.5,-12,-6,-0.4
CCC1Oc2ccccc2N(CC(=O)N(C)Cc2ccccc2)C1=O (centres undefined),0.1,4,-12,-1.2
CCCNC(=O)Cn1cnc2sc(C(=O)Nc3cc(Cl)ccc3OC)c(C)c2c1=O,0.0,8,-2,2.0
CCCc1cc(=O)n(CC(=O)Nc2cc(Cl)ccc2OC)c(-n2nc(C)cc2C)n1,-0.1,-4,2,1.4
N#Cc1nc(COc2cccc(Cl)c2)oc1NCc1ccco1,-0.1,6,-43,-1.0
CCN1CCN(S(=O)(=O)c2ccc3[nH]c(=O)oc3c2)CC1,-0.1,-8,2,1.0
COC(=O)C1=C(C)N(Cc2cccnc2)C(=O)/C1=C\c1ccc(O)cc1,-0.1,1,2,3.0
CCOC(=O)N1CCN(c2c(NCC(OC)OC)c(=O)c2=O)CC1,-0.2,-8,-10,0.3
CCc1sc(NC(=O)CCC(=O)O)nc1-c1ccc(F)cc1,0.0,2,1,-1.2
CC1=C(C(=O)OC(C)(C)C)C(C)C(C(=O)OC(C)(C)C)=C(C)N1,0.7,9,-5,-1.0
CCCCn1nc(C(=O)Nc2c(C)n(C)n(-c3ccccc3)c2=O)c2ccccc2c1=O,0.1,-2,6,-0.5
CN(C)C(=O)c1ccc(N2CCC(NCc3csc(-c4ccccc4)n3)CC2)cc1,-0.1,14,0,-0.1
COC(=O)c1ccc(OCC(O)CN2CCN(C(=O)c3ccccc3)CC2)cc1 (centres undefined),1.3,-2,5,3.8
CCn1c(N/N=C/c2ccccc2)nc2c1c(=O)[nH]c(=O)n2C,-0.1,3,-19,-1.3

Additional results follow.
molecule,FBW7 act,MITF inh,TEAD-YAP inh,GPR151 activ
CCOc1ccc(S(=O)(=O)N2CCN(c3ccccc3OC)CC2)c2cccnc12,0.2,17,1,0.0
O=[N+]([O-])c1ccc(CN2CCN(c3nc(-c4ccc(F)cc4)cs3)CC2)cc1,0.3,0,-3,-0.9
O=C(Cc1ccccc1[N+](=O)[O-])Nc1ccccc1C(F)(F)F,0.0,2,0,0.0
CC1(C)CC(=O)C2=C(C1)Nc1cc(C(=O)c3ccccc3)ccc1NC2c1ccccn1 (centres undefined),0.2,5,7,-0.5
CCCCOc1ccc(NC(=O)c2snc3c(=O)[nH]c(C)nc23)cc1,0.1,4,-9,-0.3
COCCNC(=O)c1ccc2c(=O)n(Cc3ccc(Cl)cc3)c(SCC(=O)Nc3cccc(C(F)(F)F)c3)nc2c1,-0.1,-5,4,-0.4
O=C(Nc1ccccc1F)c1nc2ncccn2n1,-0.1,1,-47,-3.8
O=C(CSc1nc2ccccc2[nH]1)Nc1ccccc1Cl,-0.2,-7,-5,-0.7
COc1ccccc1C1CC(=O)Nc2cc(OC)c(OC)c(OC)c21 (centres undefined),-0.1,9,11,0.2
CCOc1ccccc1NC(=O)C1CC(=O)N(c2ccccc2OCC)C1 (centres undefined),-0.1,2,6,-0.1

Complete entries, looked up by structure.
`O=[N+]([O-])c1ccc(CN2CCN(c3nc(-c4ccc(F)cc4)cs3)CC2)cc1` in the list: FBW7 act = 0.3; MITF inh = 0; TEAD-YAP inh = -3; GPR151 activ = -0.9
`COCCNC(=O)c1ccc2c(=O)n(Cc3ccc(Cl)cc3)c(SCC(=O)Nc3cccc(C(F)(F)F)c3)nc2c1` in the list: FBW7 act = -0.1; MITF inh = -5; TEAD-YAP inh = 4; GPR151 activ = -0.4
`O=C(CSc1nc2ccccc2[nH]1)Nc1ccccc1Cl` in the list: FBW7 act = -0.2; MITF inh = -7; TEAD-YAP inh = -5; GPR151 activ = -0.7

(more compounds)
molecule,FBW7 act,MITF inh,TEAD-YAP inh,GPR151 activ
COc1cc(-c2nc3ccccc3c(=O)n2Cc2cccc([N+](=O)[O-])c2)cc(OC)c1OC,-0.1,-2,0,0.3
S=c1nc[nH]c2c1cnn2-c1ccccc1,0.0,0,-15,-2.3
COCCCNC(=O)c1csc2c1CCCC2,0.0,0,-16,4.2
NC1=NC(=O)/C(=C\c2cc(Br)cc(Cl)c2O)S1,0.2,11,-9,2.2
Cn1nnc2c(N3CCN(CC(=O)Nc4ccc(F)cc4F)CC3)ncnc21,-0.3,-13,1,-2.3
CCc1cc(NCCc2ccncc2)n2nc3nc(C)cc(C)c3c2n1,0.0,-2,4,0.8
COC(CNC(=O)c1cc(N2CCCCC2)nc2ccccc12)OC,0.3,10,0,1.1
COc1ccc(S(=O)(=O)N2CC(C)OC(C)C2)cc1 (centres undefined),0.0,-4,-4,0.1
Cc1cnc(-c2c(C)noc2C)nc1NCc1cccc(C(F)(F)F)c1,-0.2,-11,-13,1.2
CCOC(=O)c1c(-c2ccc(OC)cc2)csc1NC(=O)CCN1CCOCC1,0.0,34,-3,-0.8
N#CC1=C(N)N(c2ccc(Cl)cc2)C2=C(C(=O)CCC2)C1c1ccc([N+](=O)[O-])cc1 (centres undefined),0.1,-1,5,1.9
Cc1ccc(N=C2NC(=O)/C(=C/c3cccs3)S2)cc1C,-0.2,2,-1,-0.3
O=C(COC(=O)c1cccnc1Cl)c1ccc(Cl)cc1Cl,0.2,8,0,0.4
O=C(Nc1ccccc1C(=O)O)c1cccc(N2C(=O)c3cccc([N+](=O)[O-])c3C2=O)c1,-0.4,5,2,-2.0
COc1ccc(NC(=O)c2cnn3c2NC(c2ccc(F)cc2)CC3C(F)(F)F)c(OC)c1 (centres undefined),0.1,-2,-12,-2.0
O=C1OC(N2CCc3ccccc3C2)c2ccccc21 (centres undefined),0.1,-1,0,1.9
O=C(Nc1ccccc1)N1CCS(=O)(=O)NC1,-0.1,29,-4,1.7
Cc1c(N=C2C(=O)CSN2/N=C/c2ccc(N(C)C)cc2)c(=O)n(-c2ccccc2)n1C,0.0,3,2,0.7
O=C(COc1ccccc1)NNC(=O)Nc1ccc(Cl)cc1,0.0,-4,7,-0.6
CC(C)[C@@H]1NC(=O)[C@H]2CN(C(=O)c3ccc(Cl)cc3)CCN2C1=O,0.2,-1,-2,2.2
CC1CCCCN1S(=O)(=O)c1ccc(C(=O)OCC(=O)c2ccc([N+](=O)[O-])cc2)cc1 (centres undefined),0.2,7,-4,-0.3
CC(=O)Nc1ccc(NC(=O)c2ccccc2-c2nc(-c3cccc(C)c3)no2)cc1,0.0,25,-3,3.1
c1ccc(-c2cc(-c3ccccc3)n(-c3cc(N4CCCCC4)ncn3)n2)cc1,0.1,21,5,2.6
COC(=O)C1=C(C)NC2=C(C(=O)CC(c3ccccc3)C2)C1c1ccc(OCc2ccccc2)c(OC)c1 (centres undefined),0.4,-19,1,0.6
COc1ccc(C2=NN(C(C)=O)C(C)(C)O2)cc1OC,-0.1,-6,1,2.1
NC(=O)c1ccc(-c2cc(NC3CC3)nc(N)n2)cc1,0.1,-9,-6,-1.2
O=C(O)c1cc(-c2cccc([N+](=O)[O-])c2)nc2n[nH]c(-c3ccccc3)c12,0.2,7,-4,-0.9
CCn1c2ccccc2n2c(=O)n(CC(=O)Nc3ccccc3-c3ccccc3)nc12,-0.2,2,5,-0.3
COCc1nnc(NC(=O)c2cccc(OC)c2)s1,-0.1,10,-49,-1.0
COc1cccc(NC(=O)CCC(=O)O)c1,0.3,8,15,-0.1
CN(C)c1ccc(C(=O)OCC(=O)N2CC3(C)CC2CC(C)(C)C3)cc1 (centres undefined),-0.2,-2,-3,1.8
CCc1cc(=O)[nH]c(NC2CCN(S(=O)(=O)c3cccc([N+](=O)[O-])c3)CC2)n1,0.8,23,-17,-0.9
CSCCC(=O)NCC1Cc2cc(C)cc(-c3cc(C(C)=O)ccc3F)c2O1 (centres undefined),0.2,10,13,2.2
O=C(Cc1c(F)cccc1Cl)Nc1ccc2c(c1)OCCO2,-0.1,-5,-35,0.5
Cn1c(=N)c(C(=O)NCC2CCCO2)cc2c(=O)n3ccccc3nc21 (centres undefined),-0.3,8,-5,-2.0
O=C(NC(=S)NCCc1ccccc1)c1ccc(Cl)cc1,0.0,-1,-66,-0.6
Cc1ccc(NC(=O)c2n[nH]n(-c3ccc(C)cc3)c2=O)cc1,0.7&0.0,12&5,-7&-4,1.0&0.0
O=C(Nc1cccc(Cl)c1)c1sc(=S)n2c1[nH]c(=O)c1ccccc12,-0.1,8,8,0.0
COc1cc(NS(=O)(=O)c2cc3[nH]c(=O)c(=O)[nH]c3cc2C)cc(OC)c1OC,-0.1,-5,3,1.7
O=C(Cc1cccs1)NNC(=O)c1ccc(SCc2cccc(F)c2)c([N+](=O)[O-])c1,0.1,13,3,0.5

Compound activity: PubChem BioAssay, The Scripps Research Institute Molecular Screening Center
